Assay outcomes (PubChem BioAssay)
Mcl1-Noxa inh = disrupts binding of human Mcl-1 to Noxa peptide | TR-FRET Mcl-1/Noxa peptide binding, 2 h | inhibition, % at 21.7 µM | Q07820 | 220,000 tested, 1.5% active;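 active = compounds that cut the protein-peptide binding signal by more than 50% relative to plate controls in a single-dose test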;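 also: His-tagged Mcl-1 with rhodamine Noxa BH3 peptide and terbium anti-His antibody; 0% = Mcl-1 plus Noxa peptide wells and 100% = peptide-only wells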
Target sequence (Q07820 whole entry, looked up): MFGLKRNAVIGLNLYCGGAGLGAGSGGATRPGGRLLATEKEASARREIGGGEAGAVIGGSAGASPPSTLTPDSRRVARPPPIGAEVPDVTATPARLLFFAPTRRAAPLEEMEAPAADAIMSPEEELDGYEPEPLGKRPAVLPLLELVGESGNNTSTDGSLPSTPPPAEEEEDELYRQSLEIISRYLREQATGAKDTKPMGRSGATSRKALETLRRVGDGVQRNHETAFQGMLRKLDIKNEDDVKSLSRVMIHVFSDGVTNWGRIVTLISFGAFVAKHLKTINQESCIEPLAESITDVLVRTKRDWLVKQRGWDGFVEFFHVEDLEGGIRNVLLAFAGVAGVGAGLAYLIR
Pf gametocyte = kills late stage P. falciparum gametocytes; AID 743093; inhibition, % at 10.9 µM; P. falciparum stage V gametocytes, ATP luminescence, 24 h; 150,000 tested, 0.065% active;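 active = inhibition above the mean plus 3 SD of compounds within the control limits, set per campaign, cut at about 38% in these data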;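 also: 0% = DMSO wells and 100% = medium only without gametocytes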
Bim-Mcl-1 = inhibitors of Bim-Mcl-1 interaction, human; Bead-based flow cytometry, Bim peptide-Mcl-1 binding; inhibition, % at 10 µM; 190,000 tested, 0.1% active; AID 1009; in the data active = inhibition above about 40%;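 also: 0% = no compound tracer wells and 100% = peptide blocker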
Mcl1-Bid inh = Mcl-1/Bid interaction inhibition; inhibition, % at 21.7 µM; 220,000 tested, 0.97% active; TR-FRET Mcl-1/Bid-Dy647 peptide binding, 1536-well; AID 1021; Q07820;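 active = compounds that cut the binding signal by more than half at the single screening dose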;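 also: His-tagged Mcl-1 with europium anti-His antibody binding Bid BH3 peptide; 0% = Mcl-1 plus peptide wells and 100% = peptide-only wells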
Rab2 wt GTP = changes GTP binding to wildtype dog Rab2A, up or down | GTP binding activity, % at 10 µM | GST-Rab2 wt beads, Bodipy-GTP binding, flow cytometry | 190,000 tested, 0.19% active | P61105;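 active = GTP binding activity at least 20 points away from 100%, either lowered or raised; inconclusive = signal likely due to the compound's own green fluorescence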;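 also: 0% = beads with excess unlabeled GTP and 100% = no-compound control corrected for plate trend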
Rab7 wt modul = alters GTP binding to wildtype dog Rab7; GST-Rab7 beads, fluorescent GTP binding, flow cytometry; actives lie on both sides; untreated = 100%, excess cold GTP = 0%; GTP binding activity (percent of control), % at 10 µM; AID 758; 190,000 tested, 0.055% active;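 active = fluorescent GTP binding to Rab7 beads changed by at least 20 points from the 100% baseline, either direction, mostly lower; inconclusive = compound itself probably fluorescent, or too few beads counted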;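 also: median green fluorescence of bound Bodipy-FL-GTP per Rab7 bead population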
HRas wt GTP = human HRas wildtype GTP binding, change in either direction | P01112 | GST-Ras wt beads, Bodipy-FL-GTP binding, flow cytometry; actives lie on both sides | GTP binding activity, % at 10 µM | 190,000 tested, 0.14% active | AID 759;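 active = GTP binding activity at least 20% away from the 100% baseline, either lowered as inhibitor or raised as activator; inconclusive = flagged as likely green fluorescent, judged across all proteins in the well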;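 also: 0% = unlabeled GTP competition control and 100% = no-compound control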
Target sequence (P01112 whole entry, looked up): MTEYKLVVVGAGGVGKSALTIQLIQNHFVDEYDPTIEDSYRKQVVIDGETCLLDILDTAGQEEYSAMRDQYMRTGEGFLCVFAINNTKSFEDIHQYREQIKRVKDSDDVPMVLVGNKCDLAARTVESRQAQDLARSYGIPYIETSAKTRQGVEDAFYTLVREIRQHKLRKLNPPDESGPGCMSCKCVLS
Rac1 act GTP bind = human Rac1 activated mutant GTP binding change; 190,000 tested, 0.11% active; percent activity (GTP binding), % at 10 µM; GST-Rac1 activated beads, fluorescent GTP binding, flow cytometry; actives lie on both sides; 100% means binding = to untreated wells; P63000;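 active = GTP binding at least 20 percentage points away from the 100% baseline, in either direction, so actives lie on both sides; inconclusive = Compound likely fluorescent itself, or too few beads counted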
Avidin bead fluor = avidin bead compound fluorescence profile | Avidin beads, compound fluorescence 488/530 nm, flow cytometry; stronger effect = higher value | fluorescence (KMESF) at 10 µM | 220,000 tested, 0.38% active; in the data active = fluorescence above about 47; also: inactives centre near 10
Rac1 wt modul = modulators of human Rac1 wildtype GTP binding; P63000; GST-Rac1 beads, fluorescent GTP binding, flow cytometry; actives lie on both sides; 0 = cold GTP competed, 100 = untreated; GTP binding activity (% of control), % at 10 µM; 190,000 tested, 0.27% active; AID 757;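 active = GTP binding activity at least 20 points away from the 100% control level, either lower or higher; inconclusive = compound flagged as likely green fluorescent, judged across all proteins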
Cdc42 wt = changes GTP binding to wildtype human Cdc42; AID 761; percent activity (GTP binding), % at 10 µM; GST-Cdc42 beads, Bodipy-GTP binding, flow cytometry; actives lie on both sides; 190,000 tested, 0.2% active;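 active = percent activity GTP binding at least 20 points away from the 100% baseline, either down as inhibitor or up as activator; inconclusive = compound flagged as likely green fluorescent from well-wide comparison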;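 also: median bead fluorescence of bound Bodipy-FL-GTP at 100 nM; 0% = excess unlabeled GTP control and 100% = no compound control; below 100% means less GTP binding so inhibitor and above means activator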
Target sequence (P60953 whole entry, looked up): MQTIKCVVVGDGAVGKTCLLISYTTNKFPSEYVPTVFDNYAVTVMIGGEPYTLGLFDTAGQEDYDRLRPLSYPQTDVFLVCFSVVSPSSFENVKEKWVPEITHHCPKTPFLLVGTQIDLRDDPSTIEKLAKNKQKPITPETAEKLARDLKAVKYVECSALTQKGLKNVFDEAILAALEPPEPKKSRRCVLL
* = called active by the depositor; ? = inconclusive; . = no result given. This is a random part of the collection (roughly 2.7% active in at least one column).

mol,Mcl1-Noxa inh,Pf gametocyte,Bim-Mcl-1,Mcl1-Bid inh,Rab2 wt GTP,Rab7 wt modul,HRas wt GTP,Rac1 act GTP bind,Avidin bead fluor,Rac1 wt modul,Cdc42 wt
COc1ccc2nc(/N=C\N(C)C)sc2c1,33,-37,-1,26,102,101,103,98,14,102,102
COCCn1nnnc1C(c1cc(OC)ccc1OC)N1CCc2ccccc2C1 (centres undefined),-2,8,-3,13,99,99,99,97,36,100,102
O=C(Nc1nnc(-c2ccccc2)o1)c1cc(-c2cccs2)nc2ccccc12,-63,.,-3,-9,92,92,96,94,6,101,95
COc1ccc(/C=C2\SC(=S)N(CC(=O)OCC(=O)Nc3ccc(C)cc3Cl)C2=O)cc1,1,14,-3,-3,95,103,97,95,6,99,97
Cc1ccsc1/C=C(\C#N)C(=O)NCCCN1CCOCC1,17,15,-2,-9,97,94,100,98,15,102,101
Cc1nn(-c2ccccc2)c(N2CCCC2)c1C=O,15,40*,-1,-24,99,102,98,97,10,98,96
O=C1Nc2ccc(Br)cc2C1=Nc1ccc(-c2nnc3n2CCCCC3)cc1,13,.,-2,-15,96,95,95,95,5,96,92
CCOC(=O)c1sc(NC(=O)c2cc(-c3ccc(C)cc3)nc3ccccc23)c(C#N)c1C,8,-1,-5,-6,89,95,92,89,15,89,89
CCCCCCc1cc2cc(C(=O)Nc3cccc(OC)c3)c(=O)oc2cc1O,13,.,-1,-5,100,105,102,99,2,105,100
Cn1cc(SCC(=O)Nc2nccs2)c2ccccc21,8,.,-1,-25,101,102,100,97,7,99,99
CCn1c(SCC(=O)c2ccc(NS(=O)(=O)c3ccccc3)cc2)nnc1-c1cccs1,-8,-22,-8,27,99,103,101,97,13,107,100
Cc1ccnc(SCC(=O)c2ccc(Br)s2)n1,-11,-9,-4,-14,92,94,92,92,7,88,92
O=C(C1=C(O)C(=O)N(CCc2ccccc2)C1c1cccs1)c1ccco1 (centres undefined),10,.,1,-4,89,91,93,88,22,101,90
CC(C)n1nnc2c(=O)oc3ccccc3c21,9,3,-3,-1,97,103,99,99,2,102,97
Cc1ccc(C23CC4CC(CC(C(=O)OCC(=O)NC5CCS(=O)(=O)C5)(C4)C2)C3)cc1 (centres undefined),19,.,-5,16,103,98,102,101,14,108,107
O=C(CSc1nnc(SCc2ccc(Cl)cc2)s1)N/N=C/c1ccc(Cl)cc1Cl,-1,.,4,-39,99,106,97,98,8,100,97
CCC(=O)Nc1cc(C)c(NC(=O)C23CC4CC(CC(C4)C2)C3)cn1,-7,-27,-7,-11,102,103,104,102,28,105,104
COC(=O)/C=C1/SC(=Nc2ccc(C)cc2C)NC1=O,21,-18,0,98*,94,100,97,90,15,94,95
CCNc1nc(NCC)n2c(SCc3ccc(F)cc3)nnc2n1,3,.,-1,-26,100,100,99,98,38,99,102
CCOC(=O)C(=O)/C(=C\N(C)C)c1onc(-c2c(Cl)cccc2Cl)c1C(=O)OC,-9,7,-1,-13,100,103,101,98,15,101,101
O=C(NC1CCCC1)C(c1ccncc1)N(CC1CCCO1)C(=O)Cn1nnc(-c2cccs2)n1 (centres undefined),26,.,4,26,101,99,100,99,6,107,104
O=C(Nc1cccnc1)c1ccc(COc2ccccc2Cl)o1,-1,.,0,7,97,100,100,99,25,99,99
COc1ccccc1CN(C)c1nnnn1-c1ccccc1,11,2,2,-20,106,109,100,95,8,102,102
CCC(Sc1nccn1C)C(=O)Nc1ccc(Cl)cn1 (centres undefined),0,0,-2,-14,98,95,97,99,10,98,98
Cc1ccc(S(=O)(=O)Oc2ccc(/C=C(/NC(=O)c3ccccc3)C(=O)O)cc2)cc1,17,0,0,-8,?,?,?,?,17,?,?
CCOC(=O)CNC(c1ccccc1)c1cc(Br)ccc1NC(=O)CCN1CCOCC1 (centres undefined),12,0,-1,7,101,100,101,99,4,105,104
COc1cccc(-c2cc(C(=O)Nc3cnn(Cc4ccc(F)cc4)c3)no2)c1,1,-14,0,-6,102,95,100,97,25,105,103
CCC1CCCCN1Cc1nc2c(c(=O)n(C)c(=O)n2C)n1Cc1ccccc1 (centres undefined),20,.,-1,-23,103,101,102,102,7,107,106
Nc1nnc(SCc2ccc(Cl)cc2)s1,-16,.,-5,-11,97,100,100,99,6,102,97
CCOC(=O)c1c(C)c(C(=O)NCCCN2CCCC2=O)c(C)n1CC,6,.,0,-32,98,98,99,99,14,102,103

The results go on.
mol,Mcl1-Noxa inh,Pf gametocyte,Bim-Mcl-1,Mcl1-Bid inh,Rab2 wt GTP,Rab7 wt modul,HRas wt GTP,Rac1 act GTP bind,Avidin bead fluor,Rac1 wt modul,Cdc42 wt
O=C(Oc1cccc(-n2cnnn2)c1)c1sc2ccccc2c1Cl,2,.,6,7,100,98,99,99,7,99,100
COc1ccc(-c2cc(CNC(C)=O)on2)cc1,8,21,1,-3,94,97,99,94,13,97,97
COCCCNC(=O)CN(CCc1ccccc1)S(=O)(=O)c1ccc(C)cc1,4,.,-4,-13,99,102,100,99,6,102,100
CCn1ncc(CN2CCN(Cc3cccc(OC)c3)C(CCO)C2)c1C (centres undefined),15,.,-3,-14,98,102,96,92,2,92,94
CSCC[C@@H](C(=O)Nc1ccc2c(c1)OCCO2)N1Cc2ccccc2C1=O,27,.,-1,-8,101,99,101,100,5,102,102
NC(=O)CSc1c[nH]c2ccccc12,20,-7,-2,-24,98,99,95,99,14,101,100
COc1cc(C2N=C(c3ccccc3)NO2)cc(Br)c1O (centres undefined),15,.,0,40,101,103,101,99,23,103,100
Cc1ccc(CSc2nnc(-c3cccc(S(=O)(=O)N4CCOCC4)c3)n2CC(C)C)cc1,5,.,-4,-4,97,94,99,94,2,98,93
Cc1ccc(SCC(=O)c2c(C)nc3cc(C)ccn23)cc1,14,16,-1,-12,89,99,91,93,8,95,91
O=C(O)c1cc(N2C(=O)C3CC=CCC3C2=O)ccc1NCc1cccnc1 (centres undefined),9,.,1,-53,103,102,100,100,11,108,105
COC(=O)/C(=C/c1c[nH]c2ccccc12)[N+](=O)[O-],33,.,-5,-41,101,102,100,96,10,104,100
O=C(CNC(=S)N(Cc1ccccc1)Cc1ccccc1F)NCCc1ccc(Cl)cc1,7,.,4,-21,93,96,94,94,22,95,94
Nc1ccccc1SC1CC(=O)N(Cc2ccccc2)C1=O (centres undefined),-4,3,0,-10,102,94,94,95,11,98,97
C/C(=N/NC(=O)c1ccc2c(c1)OCO2)c1cccc(NC(=O)C(C)(C)C)c1,-5,.,-4,-9,100,98,98,100,15,103,96
Fc1cc(Br)ccc1Nc1nc2ccccc2n2nnnc12,7,.,1,-32,102,102,102,100,7,101,103
CCOC(=O)n1c(SCC(=O)N(CC)CC)nc2ccccc21,9,.,1,-3,101,98,102,101,7,107,106
NC(=S)N/N=C/c1ccc(-c2ccccc2)o1,1,15,-1,-48,96,97,94,98,24,95,98
CCC(CO)NC(=O)c1cccc(S(=O)(=O)N2c3ccccc3CC2C)c1 (centres undefined),2,.,0,-5,103,103,101,98,8,102,101
O=P1(Nn2cnnc2)C=C(c2ccccc2)OC(c2ccccc2)=C1,10,.,-7,-20,93,91,92,93,20,94,92
CC(=O)Nc1ccc(S(=O)(=O)N2CCc3c(Cl)cccc3C2)cc1,11,.,0,-18,101,100,101,98,8,105,104
C#CCN1C(=O)C(O)(CC(=O)/C=C/C=C/c2ccccc2)c2ccccc21 (centres undefined),-3,10,-2,-10,94,99,98,92,25,95,88
COCCCNC(=O)C(=O)NC1CCCCC1C (centres undefined),21,3,3,-26,99,107,100,96,11,100,100
O=[N+]([O-])c1ccccc1S(=O)(=O)Oc1ccc(C(=S)N2CCOCC2)cc1,6,4,-21,-28,99,96,99,100,13,101,98
Clc1ccccc1Cn1nnc2c(NCC3CC3)ncnc21,0,.,-2,-18,97,97,98,96,0,99,96
COc1ccccc1Nc1nc(-c2sc(NC(=O)c3ccccc3)nc2C)cs1,26,.,0,-32,98,100,102,97,23,100,100
CC(C)c1ccc(NC(=O)CSc2nc(-c3ccccc3F)nc3nc[nH]c23)cc1,-262,-7,-4,-43,96,97,97,94,11,100,98
CCC(=O)Nc1ccc(NC(=O)CSc2nnnn2-c2ccc3c(c2)OCCO3)cc1,-10,2,0,-11,101,105,99,97,10,98,101
CCOC(=O)CSc1nc(C(C)C)nc2sc(C)c(C)c12,0,-24,3,-7,101,105,101,95,13,102,97
